Bioassay records from PubChem BioAssay.
GSK3B inh: blocks human GSK3beta kinase activity; P49841; GST-GSK3beta kinase, ADP-Glo luminescence, 60 min; active compounds read low; activity score (negative = inhibition), % at 10 µM; 300,000 compounds, 0.038% hits; AID 2097;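 active means more than half of replicate wells score below -50%, meaning over 50% inhibition versus plate controls; inconclusive means some replicates but at most half score below -50%; inactive means no replicate scores below -50%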;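 further: 0% = median DMSO wells and -100% = median GW8510 positive control wells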
Target sequence (P49841 whole entry, looked up): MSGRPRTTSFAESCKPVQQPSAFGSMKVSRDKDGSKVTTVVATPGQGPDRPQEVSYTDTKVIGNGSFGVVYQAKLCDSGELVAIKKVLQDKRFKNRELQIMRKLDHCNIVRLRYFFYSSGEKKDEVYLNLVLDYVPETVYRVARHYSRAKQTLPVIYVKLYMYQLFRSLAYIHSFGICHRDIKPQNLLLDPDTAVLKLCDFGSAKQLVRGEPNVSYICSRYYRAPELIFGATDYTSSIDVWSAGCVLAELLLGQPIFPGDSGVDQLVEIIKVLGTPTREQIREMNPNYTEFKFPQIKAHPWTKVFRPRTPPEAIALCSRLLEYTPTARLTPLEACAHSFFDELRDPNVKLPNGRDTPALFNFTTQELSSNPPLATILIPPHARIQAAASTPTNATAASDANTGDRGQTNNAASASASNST
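test system = GST-tagged human GSK3beta kinase, cell-free | reagent = 25 µM ATP with peptide substrate | dosing = one dose of 10 µM per compound | schedule = 60 min reaction, RT | detection = luminescent ADP-Glo measurement of ADP formed | control set = DMSO neutral wells and GW8510 at 20 µM as positive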
Platelet DG rel: platelet dense granule release activity | human platelet-rich plasma, SFLLRN dense granule ATP release, luminescence | inhibition, %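 (compounds screened at 7.5 µM in platelet-rich plasma)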 | 300,000 compounds, 0.22% hits | AID 1663;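 active means mean replicate score, as percent of positive control, at or above 50; inconclusive means mean below 50 but at least one replicate at or above 50; inactive means mean and every replicate below 50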
KLF5 inh: kruppel-like factor 5 inhibition; 290,000 compounds, 0.23% hits; inhibition, % at 5 µM; DLD-1 KLF5 promoter-luciferase reporter, luminescence;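 active means inhibition above a per-plate limit of that plate's mean compound inhibition plus 3 SD, cut at about 60% in these data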;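 further: 0% = DMSO wells and 100% = LY294002 at 200 µM; higher means less KLF5 promoter-driven luciferase light; inactives centre near -14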
DYRK1A inh: blocks rat Dyrk1A kinase activity; Q63470; ADP-Glo luminescence, NFATc1 peptide; inhibition, % at 12.5 µM; 310,000 compounds, 0.43% hits; AID 504441; in the data active means inhibition above about 50%;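 further: plate controls were vehicle with enzyme for no effect and no enzyme for full effect; many of its hits are not listed in these tables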
HSF-1 act: increases HSF-1 driven luciferase reporter signal; NIH3T3-HGL HSF-1 luciferase reporter, MG132, 8 h; 100% = twice DMSO control signal; activation, % at 9 µM; 300,000 compounds, 1.7% hits; AID 504408;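 active means mean replicate activation of at least 50% with a set share of replicates each reaching 50%; inconclusive means only one of those two conditions met; inactive means mean below 50% and too few replicates reaching it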;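 further: 0% = median of the neutral control wells and 100% = twice that signal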
HSP90 refold inh: blocks HSP90-mediated luciferase refolding in reticulocyte lysate | Rabbit reticulocyte lysate, luciferase refolding luminescence, 3 h | inhibition, % at 5.6 µM | 290,000 compounds, 0.91% hits | AID 1789;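 active means inhibition above the screen-wide mean plus 3 SD, computed separately per campaign, cut at about 16% in these data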;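 further: 0% = DMSO wells and 100% = 60 µM geldanamycin wells; inhibitors lower the luminescence because luciferase stays unfolded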
GSK3 alpha inh: human GSK-3 alpha kinase inhibition; 320,000 compounds, 0.1% hits; ADP-Glo luminescence, 60 min; AID 2650; P49840; inhibition, % at 10 µM;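 in the data active means inhibition above about 50%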;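 further: GST-tagged GSK-3 alpha with peptide substrate and 25 µM ATP; 0% = DMSO neutral wells and 100% = GW8510 positive control wells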
Target sequence (P49840 whole entry, looked up): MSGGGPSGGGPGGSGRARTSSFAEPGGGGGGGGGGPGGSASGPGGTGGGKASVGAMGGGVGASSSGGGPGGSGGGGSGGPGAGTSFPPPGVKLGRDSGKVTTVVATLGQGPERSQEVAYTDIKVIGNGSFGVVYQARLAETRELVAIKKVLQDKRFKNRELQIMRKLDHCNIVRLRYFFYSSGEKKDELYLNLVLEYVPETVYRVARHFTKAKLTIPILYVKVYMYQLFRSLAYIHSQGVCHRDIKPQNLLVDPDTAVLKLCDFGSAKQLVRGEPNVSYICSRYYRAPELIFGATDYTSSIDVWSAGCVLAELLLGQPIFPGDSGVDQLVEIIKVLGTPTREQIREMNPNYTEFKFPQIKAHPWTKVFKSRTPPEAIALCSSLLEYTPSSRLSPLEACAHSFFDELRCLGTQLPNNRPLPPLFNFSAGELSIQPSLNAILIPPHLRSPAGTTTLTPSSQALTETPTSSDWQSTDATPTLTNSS
aSyn UTR inh: MLPCN primary screen, SNCA 5' untranslated region | alpha-synuclein 5'UTR reporter, inhibitor activity | inhibition, % (tested at 7.5 µM) | 300,000 compounds, 0.82% hits; in the data active means inhibition above about 60%; inconclusive means no clear call, values can overlap the other calls;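 further: H4 neuroglioblastoma cells stably carrying SNCA 5'UTR luciferase fusion; 0% = DMSO wells and 100% = positive control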
IEC-6 tox: counter-screen for KLF5 inhibitors: cytotoxicity in IEC-6 cells | IEC-6 cytotoxicity, luminescence viability | 290,000 compounds, 0.78% hits | inhibition, % at 5 µM; in the data active means inhibition above about 22%;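 further: 0% = plate median of test compound wells and 100% = cytotoxic reference compound wells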
HSF1 inh: HSF1 inhibition. NIH3T3-HGL HSE-luciferase, MG132-induced, luminescence 8 h; active compounds read low. activity change, negative = inhibition, % at 7.5 µM (by protocol). 300,000 compounds, 0.77% hits;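 active means more than half of replicate wells show activity change below -50%, luminescence cut by over half; inconclusive means some wells, but at most half, below -50%; inactive means no replicate well below -50%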;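 further: luciferase reports HSF-1 transcriptional activity via heat shock element; 0% = median of DMSO wells and -100% = zero luminescence signal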
Starred values were filed as active, the others as inactive; ? = inconclusive; . = not tested or not shown. A portion of the library, so the mix of outcomes need not match the whole.

SMILES	GSK3B inh	Platelet DG rel	KLF5 inh	DYRK1A inh	HSF-1 act	HSP90 refold inh	GSK3 alpha inh	aSyn UTR inh	IEC-6 tox	HSF1 inh
Cc1ccc(NC(=O)c2ccc([N+](=O)[O-])cc2Cl)nc1	-2	0	-137	8	52*	1	.	-119	-2	14
Cn1c(=O)c2c(nc(SCCCC#N)n2Cc2ccccc2F)n(C)c1=O	-23	2	-26	-2	1	-3	-4	35	-4	3
O=C(Nc1nccs1)c1cn(-c2ccccc2)nc1-c1ccncc1	2	-16	-8	3	-14	3	0	9	-5	-1
c1ccc(COCCN2CCN(CCOCc3ccccc3)CC2)cc1	4	-9	5	-6	-13	1	-2	-5	-2	1
O=C(Nc1ccccc1F)c1cc(Cl)sc1Cl	-1	-18	-67	1	36	3	-1	-62	-1	-1
CCOC(=O)CSc1nc2ccsc2c(=O)[nH]1	5	5	-8	2	11	0	-3	-1	2	2
COc1ccccc1NC(=S)NNC(=S)Nc1ccc(OC(F)F)cc1	3	-1	0	13	13	1	-4	-26	3	-1
Oc1c(Br)cc(Br)cc1C=Nc1ccc2[nH]ncc2c1	0	-9	-19	1	-12	5	0	7	-9	-7
Cc1cc(C(N)=O)c2cc(Br)ccc2n1	-2	11	-22	6	-2	-1	0	2	3	-2
COc1cc(F)ccc1CN1CCC(n2nccc2NC(=O)C2CCOC2)CC1 (centres undefined)	-1	-4	-28	-4	-7	-6	0	-2	-9	-3
CCN(c1ccccc1)S(=O)(=O)c1ccc(Cl)c(NC(=O)CN(C)C2CCN(C)CC2)c1	-5	18	-1	-4	-9	3	1	-10	3	-6
COC(=O)c1sc(NC(=O)CSc2nnnn2-c2ccc(C)cc2C)nc1C	4	22	7	4	9	-2	-5	-8	-4	-1
Cc1nc2cc(-c3cccc(F)c3)nn2c(C)c1CCC(=O)NC(C)c1ccc2c(c1)OCCO2 (centres undefined)	2	-7	6	2	1	-3	-2	29	-3	2
CC1(C)C(=O)Nc2ccccc2N1C(=O)COC(=O)c1cc(S(=O)(=O)N2CCOCC2)ccc1F	-2	-3	2	-6	-22	6	-4	2	4	-13
C/C(CC(=O)Nc1ccc(N(C)C)cc1)=N\NC(=O)c1ccncc1	2	-1	-22	-3	-5	-4	-1	3	-6	1
O=C(NCCNC(=O)c1cc(F)cc(F)c1)c1cc(F)cc(F)c1	3	-3	-32	-4	0	0	-2	-3	3	-1
CCOC(=O)CNC(=O)c1cn(CC(C)C)c(=O)c2cc(OC)c(OC)cc12	-1	-3	-4	1	3	0	-1	-2	-1	4
COC(=O)Cn1nc(-c2ccc(C)cc2)c2ccccc2c1=O	2	1	-22	17	5	-1	1	35	-4	6
CC(=O)Nc1ccc(N/C=C(\C=O)c2nc3ccccc3o2)cc1	1	1	8	15	11	-1	-1	-40	-1	2
COC(=O)c1c[nH]c(=O)c2ccccc12	-1	1	-25	2	12	2	-2	-13	2	-2
Cc1nn2c(=O)c3c4c(sc3nc2n1-c1ccccc1)COC(C)(C)C4	0	5	-16	.	-8	3	-5	30	0	-6
CCN(c1ccc(C)cc1C)S(=O)(=O)c1nnc(NC(=O)C(C)(C)C)s1	2	-12	-14	-5	-2	2	0	-8	5	0
COc1ccc(Cc2nc3ccc(C(=O)NC(C)Cc4ncccc4C)cc3o2)cc1OC (centres undefined)	0	11	-53	2	0	-4	1	-27	1	16
COc1ccccc1-c1c(C)oc2c(CN3CCN(C)CC3)c(O)ccc2c1=O	-1	-1	-36	-2	7	-6	1	-22	1	0
c1ccc2c(c1)CC/C2=N/Nc1nc2ccccc2[nH]1	2	15	-116	2	51*	-2	-2	-174	1	13

Next compounds follow:
SMILES	GSK3B inh	Platelet DG rel	KLF5 inh	DYRK1A inh	HSF-1 act	HSP90 refold inh	GSK3 alpha inh	aSyn UTR inh	IEC-6 tox	HSF1 inh
COC(=O)C1=C(C)NC2=C(C(=O)CC(C)(C)C2)C1c1ccsc1 (centres undefined)	0	-12	-11	-1	3	2	2	10	13	-13
CCOC(=O)N1CCN(C(=O)c2cnn3c(C(F)(F)F)cc(-c4cccs4)nc23)CC1	0	9	-21	-5	1	3	-1	23	-2	1
Cc1cccc(NC(=O)CSc2nnc(Cn3nnc(-c4ccccc4)n3)n2-c2ccccc2)c1	3	3	-21	2	8	21*	0	14	-4	13
CCOC(=O)c1cnc2c(Cl)cccc2c1NCCCN1CCOCC1	-1	-1	-38	13	-6	1	1	-2	0	-9
COc1ccc(CN2CCC(=O)N([C@H](CO)CC(C)C)CC2)cc1	1	2	3	3	-5	-6	-3	26	-5	1
COC(=O)CC1=NN(c2nc(C)cc(C)n2)C(=O)C1	-2	-7	11	-3	-7	-3	-1	7	-2	-3
CC1CCC/C(=N\NC(=O)COc2ccccc2Cl)C1 (centres undefined)	-2	16	0	6	-20	2	-5	-6	3	-4
Cc1cccc(NC(=O)C2C(C(=O)O)C3C=CC2C32CC2)c1C (centres undefined)	2	-15	-8	6	16	-1	5	15	-2	-2
COc1ccccc1N1CCN(C(=O)c2cccc3c(=O)c(C)c(-c4ccccc4)oc23)CC1	0	-2	13	-23	-3	4	4	-6	6	-4
CCN1/C(=C/c2cccc[n+]2C)Sc2ccc(OC)cc21	-5	-2	-4	-2	-19	1	3	54	10	-5
Cc1cccc(NC(=O)CSCC(=O)Nc2cc(Cl)ccc2N2CCN(C)CC2)c1	1	20	-43	-4	2	-3	-2	-10	3	-1
O=C(NCCCN1CCOCC1)c1ccc2c(=O)n(-c3ccc(F)c(Cl)c3)c(=S)[nH]c2c1	1	-2	-16	0	6	-6	-1	-9	-6	-5
COc1ccc(-n2c(=O)cc(N3CCN(Cc4ccccc4)CC3)[nH]c2=O)cc1	2	-4	9	-3	0	2	0	5	-3	-13
Cc1ccc(C(=O)N2CCN(c3ncnc4c(C)csc34)CC2)cc1	4	-36	-14	8	18	0	-3	-2	2	3
CCn1c(SCc2nc3ccccc3c(=O)[nH]2)nc2ccccc21	-1	-11	-37	5	?	3	0	10	-2	50
N#CCC(=O)Nc1ccc(C(=O)OCC(=O)NNC(=O)c2ccc(Cl)cc2)cc1	3	6	.	11	-1	.	1	1	.	-4
Cc1ccccc1NC(=O)COC(=O)C1(C)CC1(Cl)Cl (centres undefined)	-1	-3	4	0	12	1	0	-23	1	1
COc1cc(S(=O)(=O)NC2CC(C)(C)NC(C)(C)C2)c(OC)cc1Cl	.	13	-15	3	3	-2	1	-6	-1	-3
Cc1ccc(S(=O)(=O)Nc2ccccc2C=Nc2cccc(C)c2C)cc1	3	4	17	3	34	3	-4	-4	1	3
COc1ccc(OCc2nc(C#N)c(N3CCN(c4ccc(OC)cc4)CC3)o2)cc1	-2	14	-28	5	6	3	.	-22	3	5
N#Cc1ccccc1Cn1c(=O)n(CCC(=O)NCc2ccco2)c(=O)c2ccccc21	-2	12	-2	-4	3	2	-2	33	0	-2
C=CCN(C(=O)CCc1ccccc1OC)c1nc(-c2ccc(S(C)(=O)=O)cc2)cs1	2	-3	7	4	58*	11	8	71*	-1	15
COc1ccc(OC)c(C2=NO[C@@H]3C(=O)N(c4cc(Cl)ccc4OC)C(=O)[C@H]23)c1	-2	-2	-14	5	-4	-5	-2	-17	-8	-2
Cc1ccc(OCC(=O)Nc2ccc(NC(=O)c3ccco3)cc2)c(C)c1	.	1	-38	-5	13	1	0	-38	0	1
O=[N+]([O-])c1ccc(Cl)cc1Sc1ccccn1	2	-6	-11	0	-3	-2	0	-14	3	-10

Other entries
SMILES	GSK3B inh	Platelet DG rel	KLF5 inh	DYRK1A inh	HSF-1 act	HSP90 refold inh	GSK3 alpha inh	aSyn UTR inh	IEC-6 tox	HSF1 inh
CCC(C)(C)c1ccc(Oc2cccc(C(=O)O)c2)cc1	11	0	-173	-5	15	-4	-11	-95	0	9
COC(=O)c1cn(C)c2ccc(S(=O)(=O)N3CCOCC3)cc2c1=O	-2	2	-35	-2	-5	0	0	24	3	-1
O=C(CCCOc1ccccc1)Nc1cccc([N+](=O)[O-])c1	-2	3	5	5	15	-3	2	21	-6	5
Cc1ccc(SCCNC(=S)Nc2ccccc2)cc1	-2	9	-3	-3	7	0	-3	-20	1	2
COc1ccccc1N(CC(=O)N/N=C/c1ccc(SC)cc1)S(C)(=O)=O	1	1	-11	-2	-3	1	-2	16	0	-3
CCOc1ccc(Nc2nc3ccccc3c(=O)s2)cc1	1	-2	-2	-9	-3	1	0	17	-2	-3
CC(=O)Nc1ccc(NC(=O)CCCc2c[nH]c3ccccc23)cc1	3	11	-12	0	-3	-2	3	15	-5	0
CCOc1cc(/C=N/NC(=O)COc2ccccc2C)ccc1OC(=O)c1cccs1	2	-9	-28	0	1	-3	-1	-19	-4	2
CC1CCc2c(sc(/N=C/c3ccco3)c2C(N)=O)C1 (centres undefined)	1	8	-15	3	34	5	14	-125	1	20
C#CCOc1c(Cl)cc(/C=N/NC(N)=S)cc1OCC	2	21	9	7	-1	0	1	36	4	-4
CC(C)(C)c1ccc(C(=O)NCC(=O)OCc2ccc([N+](=O)[O-])cc2)cc1	-3	-2	-16	1	11	1	-1	0	1	-1
Cc1ccc(C)c2[nH]c(=O)c(CN(CC3CCCO3)C(=S)NCc3ccco3)cc12 (centres undefined)	-21	-2	0	-3	9	-1	-2	17	0	9
Cc1cc(NCc2ccccc2)nc2ccccc12	3	-2	12	8	-18	-1	19	5	7	1
CCOC(=O)c1cc(C#N)c(N2CCCC2)nc1-c1ccccc1	-3	-3	-26	0	-15	0	-2	26	-6	-1
Cc1ccc(S(=O)(=O)C(C)C(=O)c2ccc3c(c2)OCCO3)cc1 (centres undefined)	-1	8	-37	0	6	-6	-2	-17	-5	6
CSc1ccc2c(c1)C(N1CCN(C)CC1)Cc1ccc(F)cc1S2 (centres undefined)	-3	2	.	.	-1	.	7	?	.	-4
O=C(CN1N=C(c2ccc(Cl)cc2)CCC1=O)NCc1cccs1	1	-1	-30	.	7	0	4	19	-2	10
O=C(CN(C1CCCCC1)S(=O)(=O)c1ccc(Cl)cc1)NCc1cccnc1	6	-14	-14	2	13	-3	-1	-26	-4	4
CN1CCN(c2nc(-c3ccccc3O)nc3ccccc23)CC1	-1	4	-11	-1	-13	-3	5	-4	1	-7
CCOC(=O)c1c(C)n(C)c2ccc(OCC(O)CN3CCN(C)CC3)cc12 (centres undefined)	0	0	-26	-3	1	0	-3	-31	-5	1
CCN(C(=O)Cn1nc(C)c([N+](=O)[O-])c1C)c1c(N)n(Cc2ccccc2)c(=O)[nH]c1=O	0	3	.	-6	3	.	0	-8	.	-3

Retrieved by structure from the entries so far, two records:
SMILES	GSK3B inh	Platelet DG rel	KLF5 inh	DYRK1A inh	HSF-1 act	HSP90 refold inh	GSK3 alpha inh	aSyn UTR inh	IEC-6 tox	HSF1 inh
Cc1nc2cc(-c3cccc(F)c3)nn2c(C)c1CCC(=O)NC(C)c1ccc2c(c1)OCCO2 (centres undefined)	2	-7	6	2	1	-3	-2	29	-3	2
CCOC(=O)c1cc(C#N)c(N2CCCC2)nc1-c1ccccc1	-3	-3	-26	0	-15	0	-2	26	-6	-1
